Compound activity (PubChem)
ATG4B inh = ATG4B (human) cysteine protease inhibition. Q9Y4P1. ATG4B cleavage of LC3-PLA2, NBD-HPC fluorescence, 1 h. inhibition, % at 8.33 µM. 0.51% of 340,000 active; in the data active means inhibition above about 40%
APOBEC3G inh = blocks human APOBEC3G single-stranded DNA deamination; Q9HC16; inhibition, % at 20 µM; AID 493012; recombinant A3G, ssDNA deamination FAM/TAMRA fluorescence; 0.28% of 330,000 active;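 active means inhibition of at least 40% at 20 µM, with no more than 30% in the related APOBEC3A deaminase screen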;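 further: plate controls were DMSO wells with A3G for no effect and wells lacking A3G enzyme for full effect; some compounds called inactive have numbers as strong as hits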
Target sequence (Q9HC16 whole entry, looked up): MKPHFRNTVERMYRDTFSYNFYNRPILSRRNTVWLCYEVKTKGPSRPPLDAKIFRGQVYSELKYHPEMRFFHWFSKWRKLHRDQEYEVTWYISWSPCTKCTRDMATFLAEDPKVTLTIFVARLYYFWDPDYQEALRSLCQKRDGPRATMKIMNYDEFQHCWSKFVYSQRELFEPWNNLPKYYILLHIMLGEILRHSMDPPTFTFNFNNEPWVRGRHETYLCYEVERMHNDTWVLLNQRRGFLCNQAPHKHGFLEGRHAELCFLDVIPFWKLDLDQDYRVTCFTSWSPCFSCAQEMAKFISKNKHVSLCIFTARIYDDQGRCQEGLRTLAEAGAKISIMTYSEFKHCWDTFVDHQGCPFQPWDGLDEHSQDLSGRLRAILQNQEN
MIN6 prolif = induces beta-cell replication in MIN6 cells | MIN6 cells proliferation, ATPlite luminescence, 48 h; cells starved in 0.2% serum; 100% = growth in 10% serum | proliferation, % at 10 µM | 0.29% of 330,000 active;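 active means compounds whose signal lies at least 3.5 SD above the mean of all wells on their plate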;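 further: 0% = DMSO-treated cells in low-serum medium and 100% = 10% serum control; some compounds called inactive have numbers as strong as hits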
hIAP act = increases human intestinal alkaline phosphatase activity | P09923 | 0.16% of 330,000 active | purified human IAP, CDP-Star luminescence, 30 min; active compounds read high; 1 = vehicle-only enzyme, 0 = enzyme-free background | activation factor at 10 µM;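 active means activation factor of the enzyme at least 2-fold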; further: the source names both 10 and 20 µM as test concentration; values of inactives mirror those of a sister screen read the other way
Target sequence (P09923 whole entry, looked up): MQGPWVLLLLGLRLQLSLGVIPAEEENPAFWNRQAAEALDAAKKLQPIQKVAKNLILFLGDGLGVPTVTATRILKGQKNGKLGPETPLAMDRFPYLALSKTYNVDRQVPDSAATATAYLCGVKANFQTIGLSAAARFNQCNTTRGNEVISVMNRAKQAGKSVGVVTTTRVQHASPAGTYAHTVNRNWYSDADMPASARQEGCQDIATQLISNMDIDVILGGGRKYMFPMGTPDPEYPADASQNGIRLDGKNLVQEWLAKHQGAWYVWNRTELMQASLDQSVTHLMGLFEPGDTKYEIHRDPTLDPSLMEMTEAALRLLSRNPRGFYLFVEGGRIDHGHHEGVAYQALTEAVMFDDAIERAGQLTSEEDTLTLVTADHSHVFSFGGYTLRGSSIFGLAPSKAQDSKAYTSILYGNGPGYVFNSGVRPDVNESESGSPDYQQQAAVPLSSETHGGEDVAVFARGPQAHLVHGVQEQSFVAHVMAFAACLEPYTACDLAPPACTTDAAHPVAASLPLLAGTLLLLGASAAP
mIAP inh = blocks mouse intestinal alkaline phosphatase; purified mouse IAP, CDP-Star luminescence, 30 min; inhibition, % at 10 µM; 0.2% of 330,000 active;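 active means inhibition of at least 40% at 10 µM in the primary screen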;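 further: plate controls were DMSO with enzyme for no effect and no enzyme wells for full effect; values of inactives mirror those of a sister screen read the other way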
MPTP block = inhibitors of mitochondrial permeability transition pore; isolated mouse mitochondria, Ca2+ swelling absorbance, 30 min; inhibition, % at 10 µM; 1.4% of 360,000 active; AID 602449;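 active means inhibition of 50% or more, scaled per plate between neutral and stimulator controls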;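 further: 0% = DMSO wells given calcium and 100% = 1 mM EGTA wells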
mIAP activ = increases mouse intestinal alkaline phosphatase activity; activation factor at 10 µM; muIAP, CDP-Star luminescence, 30 min; active compounds read high; 1 = vehicle-only enzyme signal, 0 = enzyme-free wells; 0.24% of 330,000 active;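 active means activation factor of at least 2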; further: the source names both 10 and 20 µM as test concentration; values of inactives mirror those of a sister screen read the other way
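System: Mouse IAP enzyme | Also added: CDP-Star substrate | Dosing: Compounds dispensed in DMSO | Schedule: 30 min enzyme-substrate-compound incubation at room temperature | Technique: Chemiluminescence readout | Control set: DMSO-only wells and no-enzyme negative control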
hIAP inh = human IAP inhibition; P09923; purified IAP, CDP-Star luminescence, 30 min; inhibition, % at 10 µM; 0.12% of 330,000 active; AID 2544;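 active means inhibition reaching a set limit with compound at 10 µM in the primary screen, cut at about 35% in these data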;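 further: plate controls were DMSO wells with enzyme for no effect and no-enzyme buffer wells for full effect; values of inactives mirror those of a sister screen read the other way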
APOBEC3A inh = inhibitors of human APOBEC3A DNA deaminase; P31941; recombinant A3A, FAM/TAMRA ssDNA deamination fluorescence; inhibition, % at 20 µM; 0.41% of 330,000 active; AID 493011;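 active means at least 40% inhibition at 20 µM here, with at most 30% in a related deaminase screen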;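 further: plate controls were A3A with DMSO for no effect and wells lacking A3A enzyme for full effect; some results filed as inactive read as strong as hits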
Active calls of the source: *; x = not tested or not shown.

mol	ATG4B inh	APOBEC3G inh	MIN6 prolif	hIAP act	mIAP inh	MPTP block	mIAP activ	hIAP inh	APOBEC3A inh
CC1CC(=O)Nc2ccccc2N1C(=O)COc1cc(Cl)ccc1Cl (configuration not stated)	3.7	-5.6	4.1	0.922	-3.7	1.6	1.04	7.8	-1.6
COc1ccc(C(=O)NCC(=O)OCC(=O)N2CC(C)OC(C)C2)cc1OC (configuration not stated)	-3.7	0.0	3.9	0.995	-7.9	-1.0	1.08	0.5	-0.7
COc1ccccc1C(=O)Nc1c2c(nn1-c1cccc(C)c1C)CS(=O)(=O)C2	-5.6	-3.1	2.1	0.853	7.5	-3.4	0.925	14.7	-1.4
Cc1cc(Nc2ccc(Cl)cc2)n2ncnc2n1	-0.8	-6.2	1.9	0.859	5.4	0.4	0.946	14.1	-4.7
COc1ccc(S(=O)(=O)N(C)C)cc1NC(=O)CN1CCN(C(=O)C2CC2)CC1	2.6	4.0	-1.0	0.985	6.4	-1.4	0.936	1.5	2.1
CC(Oc1ccc2c3c(c(=O)oc2c1)CCC3)C(=O)NCc1cccnc1 (configuration not stated)	8.3	-9.6	-1.2	1.12	-0.8	-1.4	1.01	-12.5	-3.8
N/C(CC(=O)NC1CCCCC1)=N\OCC(=O)Nc1ccc(Cl)c(Cl)c1	-6.6	-1.7	-2.7	0.912	13.8	8.5	0.862	8.8	2.8
NC(=O)c1cc2ccncc2c2ccccc12	0.3	-1.2	0.4	0.957	-4.2	-0.7	1.04	4.3	2.2
Cc1cc(Cl)ccc1OC(C)C(=O)NNC(=O)C1CCCCC1C(=O)O (configuration not stated)	4.1	0.1	-0.7	1.2	-1.7	1.2	1.02	-20.1	-0.1
C[C@H](NC(=O)C1CCN(S(=O)(=O)c2ccccc2)CC1)C(=O)NCc1ccccc1	-2.5	0.8	-3.9	0.991	-7.9	-0.8	1.08	0.9	-0.2
Cn1nc(/C=C/c2ccccc2)ccc1=O	-9.4	-0.5	-2.0	1.09	-8.5	0.5	1.08	-9.4	-2.0
COc1ccc(CN2CCN(C(=O)CCC(=O)Nc3nnc(C(F)(F)F)s3)CC2)cc1F	0.8	-0.7	-6.1	1.02	1.7	1.5	0.983	-2.2	3.2
O=C1CS/C(=N/N=C/c2cccs2)N1	-7.9	-5.5	4.2	0.959	-5.4	-2.4	1.05	4.1	-2.9
COc1cc(C(=O)NCCOc2cc(C)ccc2C(C)C)cc(OC)c1OC	-8.8	-7.0	-5.0	1.04	-18.4	57.0*	1.18	-3.9	-3.8
Cc1ccc(NC(=O)Cn2nnc3ccccc32)c(C)c1	-5.4	-3.3	0.3	0.911	5.6	0.7	0.944	8.9	-1.0
O=C(Cn1nc(-c2ccccc2)ccc1=O)Nc1ccc(-n2cnnn2)cc1	-7.1	-5.9	-1.0	0.96	4.8	-0.4	0.952	4.0	-7.3
COC(=O)c1ccc(COc2ccc3c(c2)CCC3)o1	-1.0	-10.4	-0.4	1.07	-10.1	1.3	1.1	-7.4	-3.1
COc1ccc(S(=O)(=O)NC(C)c2ccccc2)cc1C(=O)N1CCCCC1 (configuration not stated)	-5.7	-7.6	2.8	1.07	-5.5	0.7	1.05	-6.6	-2.6
O=C(Cc1c(F)cccc1Cl)N/N=C/c1cccs1	-1.8	-1.1	3.3	0.95	-1.1	0.2	1.01	5.0	1.1
Cc1ccc(-n2c(SCC(=O)NCc3ccco3)nc3sc4c(c3c2=O)CC(C)(C)SC4)cc1	-1.2	-5.0	-1.3	1.06	3.0	1.2	0.97	-5.7	0.9
Cc1ccc2nc(C)c(C(=O)O)cc2c1	-0.7	-6.0	-0.1	1	-4.9	-1.9	1.05	-0.3	-4.2
Cc1nn(Cc2ccc(Cl)cc2)c(C)c1NC(=O)Cn1nc([N+](=O)[O-])c(Cl)c1C	-5.5	-1.8	-2.8	1.23	-1.2	-1.2	1.01	-22.7	-7.0
Cc1cc(C(=O)N2CCN(c3ncccn3)CC2)c(C)o1	-1.2	-5.9	0.2	1.18	-5.1	1.0	1.05	-17.9	-4.0
Cc1cnn(CCC(=O)NNC(=S)NCC(C)C)c1	1.2	-7.9	-1.1	1.62	-0.5	6.4	1	-62.5	-3.1
CC(C)C(=O)N1CCC2(CC1)Oc1ccc(F)cc1C(=O)C21CC(c2cccnc2)=NO1 (configuration not stated)	x	-0.5	-0.2	1	3.5	x	0.965	-0.2	-1.0

More structures follow:
mol	ATG4B inh	APOBEC3G inh	MIN6 prolif	hIAP act	mIAP inh	MPTP block	mIAP activ	hIAP inh	APOBEC3A inh
C#CCSc1nnc(-c2ccc([N+](=O)[O-])cc2)o1	-0.8	-4.7	-2.5	0.889	8.8	-0.6	0.912	11.1	2.0
Cn1cccc1/C=N/n1cnnc1	-1.9	-5.3	-4.1	0.867	8.8	0.0	0.912	13.3	1.5
CCC(=NC(CC)CO)C1=C(O)CC(C)(C)CC1=O (configuration not stated)	-1.2	2.5	-0.9	0.973	8.3	-1.7	0.917	2.7	0.2
COC(=O)c1c(-c2ccc3ccccc3c2)csc1NC(=O)Cc1ccc(OC)c(OC)c1	-4.8	-6.8	-2.9	0.979	-1.2	3.8	1.01	2.1	-4.7
CC(C)NS(=O)(=O)c1ccc2c(c1)oc(=O)n2C	3.5	-12.0	-4.8	1.09	-1.3	-0.2	1.01	-8.8	-3.0
Cc1nc(N)sc1C(=O)OCC(C)C	-18.3	-3.0	-3.3	1.05	4.1	-0.6	0.959	-5.4	4.4
CC(=O)Nc1sc(C)c(C)c1C(=O)OCC(=O)N(CCC#N)c1cc(C)cc(C)c1	15.1	-5.4	6.2	0.917	11.3	-1.0	0.887	8.3	-3.5
O=C(OCC(=O)N1CCN(C(=O)c2ccco2)CC1)c1cccc(O)c1	-2.7	-6.1	-3.5	1.11	10.0	1.6	0.9	-10.8	-0.3
Clc1ccc(SCc2cc(-c3ccccc3)no2)cc1	-1.6	-1.9	-1.1	1.06	1.1	-3.6	0.989	-5.6	2.2
Cc1ccc(NC(=O)N2CCCN(Cc3ccc(F)cc3)C2)cc1C	-4.3	-2.2	-4.2	1.12	-17.2	31.4	1.17	-12.0	-2.2
Cn1c(=O)c2sccc2n2c(CCCC(=O)NCCc3ccccc3)nnc12	2.2	2.5	-1.2	1.12	2.2	-1.5	0.978	-12.4	-1.3
COc1ccc(N=C2C(=O)N3CCCc4cccc2c43)cc1	-5.5	-2.5	0.0	0.887	1.5	0.8	0.985	11.3	-0.8
CCOC(=O)C(CC)(CC)C(=O)/C=C/c1ccc(OC)cc1	-2.6	-8.9	-1.8	1.14	-0.3	-0.6	1	-14.2	-2.8
CCOc1ccccc1NC(=O)CC1SC(=N)N(c2ccccc2)C1=O (configuration not stated)	x	-3.7	-1.0	1.15	9.2	x	0.908	-14.9	3.3
COc1ccc(C(=O)NC(=S)Nc2ccc3c4c(cccc24)CC3)cc1OC	-0.7	0.3	-2.8	0.85	28.2	0.0	0.718	15.0	8.1
CCN(CCn1cccn1)Cc1nc(-c2ccc(C(=O)OC)cc2)no1	-0.7	-4.3	0.1	1.06	-2.3	-1.2	1.02	-5.9	-1.1
Cn1cc(Br)c(C(=O)Nc2sc3c(c2C(N)=O)CCCC3)n1	-15.6	-2.9	0.0	0.879	1.3	0.6	0.987	12.1	3.0
Cc1nnsc1C(=O)Nc1ccc(S(=O)(=O)N2CCCCC2)cc1	-1.5	-6.5	-0.1	1.18	-2.4	-0.2	1.02	-17.6	-1.5
CCOC(=O)CN(C(=O)CSc1nnc2c(n1)[nH]c1ccc(F)cc12)c1ccccc1	-14.0	-1.0	1.5	0.904	9.1	13.0	0.909	9.6	3.7
CCCn1c(SCC(=O)N2N=C3/C(=C/c4ccc(OC)cc4)CCCC3C2c2ccc(OC)cc2)n[nH]c1=O (configuration not stated)	11.4	-3.1	-5.7	0.97	0.2	5.1	0.998	3.0	-0.4
CCC(=O)N1N=C(c2cccs2)CC1c1ccco1 (configuration not stated)	2.7	-4.8	-3.9	0.987	0.8	-23.1	0.992	1.3	-3.7
CCOC(=O)C(C(=O)N1CCOCC1)C1CCCCC1 (configuration not stated)	3.1	1.0	-1.8	1.09	4.2	-0.6	0.958	-8.6	1.7
COCCN(C(=O)CSc1nnc(-c2cccc(OC)c2)n1C)c1c(N)n(Cc2ccccc2)c(=O)[nH]c1=O	x	-3.7	5.4	0.899	4.9	4.0	0.951	10.1	-0.5
Cc1cc(C)c(C#N)c(Oc2ccccc2Br)n1	-2.0	-3.9	-0.1	1.38	6.3	1.0	0.937	-38.2	0.0
Cc1[nH]c2ccccc2c1C(=O)Cn1c(=O)oc2ccccc21	-0.4	-3.5	1.9	1.11	-5.0	-0.8	1.05	-11.4	-1.2

(continued)
mol	ATG4B inh	APOBEC3G inh	MIN6 prolif	hIAP act	mIAP inh	MPTP block	mIAP activ	hIAP inh	APOBEC3A inh
C=CCn1c(SCC(=O)c2ccc(NS(=O)(=O)c3ccccc3)cc2)nnc1-c1cccs1	22.0	-6.7	-2.7	0.894	8.1	-0.5	0.919	10.6	-4.4
CCN(CC)c1ccc(CNc2nnnn2C)cc1	1.4	-5.0	-0.3	1.09	1.7	-1.5	0.983	-8.7	-9.5
CC(C)C(=O)Nc1ccc(NC(=S)NC(=O)c2ccc([N+](=O)[O-])cc2)cc1	-0.3	-5.3	-1.7	0.918	9.1	-0.9	0.909	8.2	-2.6
CCNC(=O)c1ccc2c(c1)S(=O)(=O)c1ccccc1C2=O	-3.7	-3.5	2.0	0.925	0.6	-2.2	0.994	7.5	-0.4
CC(C)(C)c1ccc(C(=O)N2CCN(C(=O)c3ccco3)CC2)cc1	-8.4	-5.4	-1.3	0.905	6.5	-0.2	0.935	9.5	-1.7
CC(=O)N1N=C(C)CC1c1ccc(OCc2ccccc2)cc1 (configuration not stated)	2.5	-6.8	0.6	0.993	6.1	0.2	0.939	0.7	1.2
O=C(COc1ccc2ccccc2c1)N1CCN(C(=O)c2ccc([N+](=O)[O-])cc2)CC1	-13.9	-6.3	0.5	0.881	6.9	-1.5	0.931	11.9	-2.3
C=CCN1C(=O)C2(C(C#N)=C(N)Oc3n[nH]c(CCC)c32)c2ccccc21 (configuration not stated)	-13.3	-1.8	1.1	1.16	7.7	-3.6	0.923	-16.2	-1.5
CCN(Cc1ccccc1)C(=O)Cn1c(=O)n(CC(=O)NCc2ccco2)c(=O)c2sccc21	-9.3	-3.9	-3.0	1.06	0.9	1.5	0.991	-6.3	-0.9
C=CC[C@@H](CC(=O)N[C@@H](CO)Cc1ccccc1)C(=O)N[C@H](COC(=O)[C@H](CC=C)CC(=O)OC(C)(C)C)Cc1ccccc1	-5.0	-6.9	-5.4	0.819	-9.1	-0.3	1.09	18.0	-0.9
O=C(Nc1ccc(Cl)cn1)c1ccc(COCC(F)(F)C(F)F)o1	-0.3	3.3	-2.0	1.57	-3.5	1.7	1.03	-57.1	-1.1
O=C(COc1ccc2ccccc2c1Br)Nc1ncn[nH]1	0.5	-4.5	-5.2	1.1	-6.8	-1.4	1.07	-9.6	-4.1
Cc1cc(Br)ccc1NC(=O)c1ccccc1-c1ccccc1	9.6	2.0	-1.6	0.768	2.7	2.4	0.973	23.2	1.0
